hIAP activ: increases human intestinal alkaline phosphatase activity | purified human IAP, CDP-Star luminescence, 30 min; stronger effect = higher value; 1 = vehicle-only enzyme, 0 = enzyme-free background | P09923 | activation factor at 10 µM | hit rate 0.16% among 330,000 | AID 2524;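 active = activation factor of the enzyme at least 2-fold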; also: the source names both 10 and 20 µM as test concentration; values of inactives mirror those of a sister screen read the other way
Apaf1 inhib: inhibitors of human Apaf-1 apoptosome. AID 489030. hit rate 0.71% among 330,000. reconstituted apoptosome caspase-3 activity, DEVD-Rh110 fluorescence. inhibition, % at 20 µM; active = inhibition of at least 40% at 20 µM;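 also: plate controls were DMSO wells for no effect and DEVD-CHO caspase inhibitor wells for full effect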
Target sequence (O14727 whole entry, looked up): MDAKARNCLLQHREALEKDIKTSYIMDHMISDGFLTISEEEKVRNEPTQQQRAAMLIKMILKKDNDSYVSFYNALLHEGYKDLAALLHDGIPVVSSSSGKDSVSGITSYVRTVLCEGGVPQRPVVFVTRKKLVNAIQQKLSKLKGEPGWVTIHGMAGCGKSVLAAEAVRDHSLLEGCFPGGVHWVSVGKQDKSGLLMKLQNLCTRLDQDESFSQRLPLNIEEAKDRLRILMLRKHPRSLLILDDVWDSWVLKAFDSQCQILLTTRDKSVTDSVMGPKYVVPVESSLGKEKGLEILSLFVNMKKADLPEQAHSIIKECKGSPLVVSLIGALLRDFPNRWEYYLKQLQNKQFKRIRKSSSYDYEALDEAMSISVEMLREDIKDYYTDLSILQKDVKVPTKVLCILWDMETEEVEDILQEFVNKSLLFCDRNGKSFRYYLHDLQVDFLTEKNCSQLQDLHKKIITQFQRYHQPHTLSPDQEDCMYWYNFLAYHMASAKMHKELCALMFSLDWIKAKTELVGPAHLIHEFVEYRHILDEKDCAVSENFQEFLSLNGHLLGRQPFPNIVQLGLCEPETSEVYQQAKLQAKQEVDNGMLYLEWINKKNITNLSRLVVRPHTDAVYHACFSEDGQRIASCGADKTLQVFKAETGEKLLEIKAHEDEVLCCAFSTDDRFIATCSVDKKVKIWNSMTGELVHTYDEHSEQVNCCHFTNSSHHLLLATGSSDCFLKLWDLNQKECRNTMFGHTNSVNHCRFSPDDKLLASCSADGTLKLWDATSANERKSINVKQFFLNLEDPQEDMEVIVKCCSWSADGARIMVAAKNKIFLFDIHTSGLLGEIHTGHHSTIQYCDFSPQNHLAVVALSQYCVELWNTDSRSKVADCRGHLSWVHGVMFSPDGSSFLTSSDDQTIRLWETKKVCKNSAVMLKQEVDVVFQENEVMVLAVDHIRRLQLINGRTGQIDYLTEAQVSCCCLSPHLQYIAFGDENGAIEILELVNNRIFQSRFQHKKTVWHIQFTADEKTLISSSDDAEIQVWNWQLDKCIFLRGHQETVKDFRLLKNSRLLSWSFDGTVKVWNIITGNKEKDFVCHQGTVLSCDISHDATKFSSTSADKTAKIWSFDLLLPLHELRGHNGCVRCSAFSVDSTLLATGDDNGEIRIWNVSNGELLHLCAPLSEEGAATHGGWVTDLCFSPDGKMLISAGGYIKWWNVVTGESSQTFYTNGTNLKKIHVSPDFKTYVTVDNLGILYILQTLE
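System: reconstituted apoptosome with Apaf-1, cytochrome c, caspase-9, procaspase-3, dATP; Signal: Rh110 fluorescence intensity; Schedule: 30 min compound preincubation, 50 min activation, room temperature; Reagent: cytochrome c trigger plus (Z-DEVD)2-Rh110 caspase-3 substrate.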
TIM10 inh: growth inhibitors of TIM10 yeast strain; hit rate 1.4% among 330,000; inhibition, % at 10 µM; S. cerevisiae TIM10 strain growth, BacTiter-Glo luminescence, 24 h;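 active = inhibition of 40% or more at the single tested concentration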;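 also: wild-type TIM10 isogenic control strain grown at permissive 25 °C; 0% = DMSO yeast wells and 100% = minimal medium wells without yeast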
ATG4B inhibitor: ATG4B (human) cysteine protease inhibition. ATG4B cleavage of LC3-PLA2, NBD-HPC fluorescence, 1 h. hit rate 0.51% among 340,000. inhibition, % at 8.33 µM. AID 504462. Q9Y4P1; in the data active = inhibition above about 40%
mIAP inh: blocks mouse intestinal alkaline phosphatase; purified mouse IAP, CDP-Star luminescence, 30 min; inhibition, % at 10 µM; hit rate 0.2% among 330,000; AID 2806;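 active = inhibition of at least 40% at 10 µM in the primary screen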;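 also: plate controls were DMSO with enzyme for no effect and no enzyme wells for full effect; values of inactives mirror those of a sister screen read the other way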
hIAP inh: blocks human intestinal alkaline phosphatase | purified IAP, CDP-Star luminescence, 30 min | inhibition, % at 10 µM | hit rate 0.12% among 330,000 | AID 2544;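 active = inhibition reaching a set limit with compound at 10 µM in the primary screen, cut at about 35% in these data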;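 also: plate controls were DMSO wells with enzyme for no effect and no-enzyme buffer wells for full effect; values of inactives mirror those of a sister screen read the other way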
tim10-1 inh: growth inhibitors of tim10-1 mutant yeast | S. cerevisiae tim10-1 ts strain growth, BacTiter-Glo, 24 h | inhibition, % at 20 µM | hit rate 2.2% among 330,000;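 active = inhibition of at least 40%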;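 also: mutant grown at 25 °C; 0% = DMSO wells with yeast and 100% = wells holding no yeast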
NLRP3 yeast inh: blocks the NALP3 inflammasome reconstituted in yeast | Yeast reconstituted NLRP3/ASC/caspase-1, beta-gal luminescence, 24 h | inhibition, % at 10 µM | hit rate 0.39% among 330,000;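 active = inhibition of 50% or more; inactive = inhibition below 50%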;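 also: plate controls were induced DMSO wells for no effect and uninduced yeast grown without galactose for full effect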
mIAP activ: increases mouse intestinal alkaline phosphatase activity. hit rate 0.24% among 330,000. AID 2805. muIAP, CDP-Star luminescence, 30 min; stronger effect = higher value; 1 = vehicle-only enzyme signal, 0 = enzyme-free wells. activation factor at 10 µM;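 active = activation factor of at least 2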; also: the source names both 10 and 20 µM as test concentration; values of inactives mirror those of a sister screen read the other way
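Assay system: mouse IAP enzyme; reagent: chemiluminescent substrate CDP-Star; dosing: test compounds delivered from DMSO solution; schedule: 30 min at room temperature; measured by: luminescence from enzymatic CDP-Star hydrolysis; controls: DMSO-only wells and no-enzyme negative control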
Starred values were filed as active, the others as inactive; . = no result given. Rows were taken by chance. Share with any hit: about 4.5%.

Value order: hIAP activ	Apaf1 inhib	TIM10 inh	ATG4B inhibitor	mIAP inh	hIAP inh	tim10-1 inh	NLRP3 yeast inh	mIAP activ
CC(C)OCCCNC(=O)NC12CC3CC(CC(C3)C1)C2
→ 0.92	-9	12	1	4	8	14	3	0.96
O=C(CCCCC(=O)NCCc1ccccc1)NCCc1ccccc1
→ 1	8	3	-9	7	-1	5	4	0.93
Cc1ccccc1NC(=O)Nc1ccccc1Br
→ 0.98	3	-10	-7	-20	2	-7	2	1.2
Cc1ccc(S(=O)(=O)N(CC(=O)NCC2CCCO2)Cc2cccc(C)c2)cc1 (centres undefined)
→ 1.2	12	7	9	5	-20	13	6	0.95
COc1ccccc1C(=O)NNC(=O)c1ccc(NS(=O)(=O)c2cccs2)cc1
→ 1	7	-11	6	-3	-4	8	9	1
O=C(Cc1ccsc1)Nc1ccc2c(c1)OCO2
→ 0.92	3	17	8	4	8	-22	24	0.96
CCC(C)N(CCNC(=O)CC1Oc2ccc(C)cc2NC1=O)C1CCCCC1 (centres undefined)
→ 0.87	-9	2	-6	3	13	6	19	0.97
Cc1ccc2c(CN3CCN(Cc4ccccc4)CC3)cc(=O)oc2c1
→ 0.99	15	0	-7	-6	1	35	20	1.1
CN(C)C(=S)Nc1cccc(-c2n[nH]c(=S)o2)c1
→ 1	1	6	8	2	-2	9	18	0.98
Cc1noc(C)c1COc1ccccc1C(=O)NCCOc1ccccc1
→ 1	13	4	5	-8	-3	18	21	1.1
Cc1ccc(-n2c(N)c(C(=O)Nc3c(C)n(C)n(-c4ccccc4)c3=O)c3nc4ccccc4nc32)cc1C
→ 1.1	42*	10	.	10	-8	21	23	0.9
COC(=O)C1CCN(C(=O)c2cc(=O)[nH]c3ccccc23)CC1
→ 1	-16	1	5	12	-4	1	8	0.88
Cn1cc(CN2CCN(CCO)CC2)c(-c2ccc(Oc3ccccc3)cc2)n1
→ 0.95	-7	20	3	-4	5	1	2	1
O=C(Nc1ccccc1)C(c1ccccc1)c1ccccc1
→ 1.1	19	-15	-6	-25	-9	14	-1	1.3
O=C(NCCCn1ccnc1)C(=O)NCC1OCCN1S(=O)(=O)c1ccc(Cl)cc1 (centres undefined)
→ 0.98	11	-13	-9	-8	2	-6	1	1.1
COc1cc(Nc2nnc(C)s2)c(Cl)cc1Cl
→ 1.1	0	2	-8	4	-8	3	24	0.96
CCOC(=O)/C=C/C(=O)N1CCc2ccccc21
→ 0.91	6	20	-6	-1	9	47*	14	1
COCCn1nnnc1C(c1ccc(OC)c(OC)c1)N1CCc2ccccc21 (centres undefined)
→ 0.93	3	6	-6	3	7	21	-8	0.97
Cc1cc(C)c(C(=O)NCC(=O)c2ccccc2)c(C)c1
→ 0.88	10	-2	3	-4	12	-1	25	1
COc1ccc(-c2oc3ccc(-c4ccc5c(c4)OCO5)cc3c2-c2ccc(OC)nc2)cc1
→ 0.92	8	9	-8	10	8	1	13	0.9
COc1ccc2[nH]c(=O)c(CN(C(=O)c3ccccn3)c3ccccc3)cc2c1
→ 0.79	2	11	-4	0	21	-1	7	1
CN(C)CCNc1oc(-c2ccccc2Cl)nc1S(=O)(=O)c1ccccc1
→ 0.92	3	4	1	-4	8	-13	6	1
CN(C)c1ccc(S(=O)(=O)NCC(=O)NCCOc2ccccc2F)cc1[N+](=O)[O-]
→ 1.1	9	-1	-9	8	-5	-11	15	0.92
O=S(=O)(c1ccc(Br)cc1)N1CCC2(CC1)OCCO2
→ 1.2	15	7	-1	6	-19	6	34	0.94
Cc1ccsc1/C=N\NC(=O)c1cc(C(C)(C)C)[nH]n1
→ 1.2	-1	2	-2	-4	-18	14	-3	1
CCOC(=O)CSc1nnc(CNC(=O)c2cc(OC)c(OC)c(OC)c2)n1C
→ 0.97	-18	-5	-2	-3	3	15	5	1
COc1ccc(C)cc1NC(=O)CCS(=O)(=O)c1ccc2c(c1)oc(=O)n2C
→ 1.2	-7	-11	0	2	-21	19	20	0.98
CCCCOC(=O)CCCN1C(=O)/C(=C2\SC(=S)N(CCCC(=O)OCCCC)C2=O)SC1=S
→ 1.2	-11	4	-9	30	-22	-9	24	0.7
Cc1cc(C(=O)COC(=O)CNC(=O)c2ccc(Cl)c(Cl)c2)c(C)n1Cc1ccco1
→ 1.2	20	10	-1	4	-19	-3	16	0.96
COc1cccc(CC2(CO)CCCN(Cc3ccccc3Cl)C2)c1 (centres undefined)
→ 1.2	16	9	6	5	-25	23	15	0.95
O=C(O)CCC(=O)N1CCc2cc(S(=O)(=O)N3CCC(Cc4ccccc4)CC3)ccc21
→ 0.98	9	1	-9	-5	2	-4	9	1
COC(=O)c1ccc(NC(=O)CCN2C(=O)C3C4CCC(C4)C3C2=O)cc1 (centres undefined)
→ 1.4	5	7	0	-1	-36	9	-2	1
COc1ccc(OC2C(=O)N(Cc3ccc(F)cc3)C2c2cc(OC)c(OC)c(OC)c2)cc1 (centres undefined)
→ 1.1	1	22	1	6	-7	19	7	0.94
CCOc1ccc(-c2nnc(NC(=O)C3CCCC3)o2)cc1
→ 0.94	5	-4	2	14	6	-12	37	0.86
CCOc1ccc(-n2c(SCc3ccc([N+](=O)[O-])cc3)nnc2-c2ccc(OC)cc2)cc1
→ 0.98	-304	27	-12	18	2	23	10	0.82
Cc1ccsc1/C=C/c1ccc2cccc(O)c2n1
→ 1.3	5	11	18	12	-33	24	26	0.88
O=C(CCNC(=O)c1ccc([N+](=O)[O-])cc1)Nc1cc(Cl)ccc1N1CCOCC1
→ 0.91	-6	2	2	2	9	1	13	0.98
Cc1cccc(C)c1NC(=S)N(CCCN1CCN(C)CC1)Cc1cccs1
→ 1.1	-3	6	-5	-14	-13	10	1	1.1
Cc1ccc(NC(=O)CSc2nc(CSc3ccc(C)cc3)cc(=O)[nH]2)cc1
→ 0.94	17	4	7	12	6	3	25	0.88
CCOC(=O)N1CCN(C(c2cccc(OC)c2)c2sc3nc(C)nn3c2O)CC1 (centres undefined)
→ 1	-3	0	-7	30	-4	10	13	0.7
CCOc1ccc(OCCC(=O)NNC(=O)c2nn(C)c(=O)c3ccccc23)cc1
→ 1.7	-7	-8	-10	3	-69	1	7	0.97
Nc1nc(Sc2ccc(C(F)(F)F)cn2)n[nH]1
→ 0.96	-7	8	-1	7	4	7	5	0.93
CCOc1ccccc1CNCc1ccc(C(=O)O)cc1
→ 1.1	1	14	-7	-1	-13	1	7	1
COc1ccc(CN(CCC(c2ccc(F)cc2)C2CCOC(C)(C)C2)C(=O)c2ccco2)cc1 (centres undefined)
→ 0.98	12	26	-5	1	2	25	8	0.99
C=CCN1C(=O)c2ccccc2Sc2ccc(C(=O)N3CCN(C)CC3)cc21
→ 1.1	5	-4	-4	-8	-12	12	6	1.1
CCn1c(=O)cc(OCC(=O)Nc2cc(C)ccn2)c2ccccc21
→ 1.1	-9	6	-10	0	-5	29	10	1
CC1CCN(C(=O)CSCC(=O)Nc2nc(-c3cccs3)cs2)CC1
→ 0.92	10	31	-5	-8	8	43*	25	1.1
O=C1CN(C(=O)c2cc3ccccc3oc2=O)C(c2ccccc2)c2cc(F)ccc2N1 (centres undefined)
→ 0.88	5	-3	8	2	12	7	6	0.98
Oc1ccc2ccccc2c1CNc1ccc(Br)cn1
→ 1.1	11	37	-3	-10	-5	46*	24	1.1
CC(=O)/C(=N\Nc1ccccc1)Sc1nnc(-c2ccccc2)n1-c1ccccc1
→ 0.96	13	46*	4	7	4	44*	19	0.93

Shown with each value named: two of the compounds above.
Oc1ccc2ccccc2c1CNc1ccc(Br)cn1
  hIAP activ = 1.1	Apaf1 inhib = 11	TIM10 inh = 37	ATG4B inhibitor = -3	mIAP inh = -10	hIAP inh = -5	tim10-1 inh = 46*	NLRP3 yeast inh = 24	mIAP activ = 1.1

Nc1nc(Sc2ccc(C(F)(F)F)cn2)n[nH]1
  hIAP activ = 0.96	Apaf1 inhib = -7	TIM10 inh = 8	ATG4B inhibitor = -1	mIAP inh = 7	hIAP inh = 4	tim10-1 inh = 7	NLRP3 yeast inh = 5	mIAP activ = 0.93

Additional results
Value order: hIAP activ	Apaf1 inhib	TIM10 inh	ATG4B inhibitor	mIAP inh	hIAP inh	tim10-1 inh	NLRP3 yeast inh	mIAP activ
CC(C)(C)NC(=O)c1ccc2c(c1)C(=O)N(Cc1ccco1)C2=O
→ 1	5	0	-6	4	-3	10	9	0.96
CCCCc1ccc(NC(=O)C2CCCC2)cc1
→ 1	-2	-9	15	-18	-4	16	24	1.2
C/C(=N/NS(=O)(=O)c1ccc(C)cc1)c1c(O)c2ccccc2oc1=O
→ 1.1	-10	-2	-8	0	-8	-19	11	1
COC(=O)c1c(C)oc(C)c1S(=O)(=O)N(C)C1CCCCC1
→ 1	-4	4	3	-1	-4	4	17	1
CC1CC(C)(C)NC(=S)N1CCC(=O)NCCc1ccc(Cl)cc1 (centres undefined)
→ 0.89	8	2	3	-3	11	16	4	1
CC(C)c1ccc(N(CC(=O)NC2CCCCC2)C(=O)CCC(=O)Nc2ccccn2)cc1
→ 1.1	20	13	-4	-2	-8	-22	20	1
COc1nc(OC)nc(Oc2ccc(Cl)cc2[N+](=O)[O-])n1
→ 0.99	5	11	2	8	1	25	-32	0.92
Cc1cc(C)n2nc(-c3cccnc3)nc2n1
→ 0.99	-10	-3	-2	-2	1	1	15	1
O=C(Nc1ccc(C(F)(F)F)cc1)c1cccc(-n2cnnn2)c1
→ 1.1	17	93*	2	-7	-14	21	12	1.1
O=C1CC/C=C\C[C@@H](CC(=O)N(CCO)Cc2ccccc2)C(=O)N[C@H](Cc2ccccc2)CO1
→ 1.2	11	-3	5	-3	-18	17	9	1
CCOc1ccc(NC(=O)Cn2nc(-c3ccccc3Cl)n(CC)c2=S)cc1
→ 1.2	5	-40	-11	-8	-18	9	12	1.1
CN1CCN(CCCCOc2ccc(F)cc2)CC1
→ 0.89	5	4	16	-2	11	1	2	1
CC(C)CNc1nc(Oc2ccc(=O)n(-c3ccccc3)n2)nc(N2CCOCC2)n1
→ 1.1	-7	-4	-9	-5	-15	1	18	1.1
CC(NC(=O)COc1ccc(S(=O)(=O)N2CCOCC2)cc1)c1ccccc1 (centres undefined)
→ 1	-4	1	-2	-7	-1	0	2	1.1
C=CCn1ccc2c([N+](=O)[O-])cccc2c1=O
→ 1	4	-53	-1	-7	-2	6	8	1.1
Cc1ccc(CNC(=O)c2ccc(Cl)c(S(N)(=O)=O)c2)n1C
→ 0.81	-2	9	-6	23	19	-11	24	0.77
O=C(c1ccco1)N1CCC(n2nnc3ccccc32)CC1
→ 0.95	11	-6	-16	0	5	-3	-4	1
O=C(CN1CCC2(CC1)OCCO2)c1ccc2cc[nH]c2c1
→ 0.99	-4	-2	13	-9	1	-5	16	1.1
Clc1cccc(N=NN2CCOCC2)c1Cl
→ 0.82	-14	10	-4	3	18	-5	18	0.97
O=C(O)CNC(=O)/C(=C/c1cccc([N+](=O)[O-])c1)NC(=O)c1ccco1
→ 1.1	-8	-5	6	2	-9	-5	0	0.98
C[N+](C)(C)CCOC(=O)C1(c2ccccc2)CCCC1
→ 0.93	-8	-13	-3	3	7	-12	0	0.97
CNC(=O)N1CCC(C(=O)c2c(C)c(C)c(C)c(C)c2C)CC1
→ 0.92	-3	11	-3	0	8	12	13	1
COc1cccc(NC(=O)CN(C)C(=O)c2c(-c3ccccc3)noc2C)c1
→ 1	-4	7	-8	-5	-4	5	9	1
COc1cccc(N(C(=O)Cn2nnc(-c3ccc(C)o3)n2)C(C(=O)NC(C)(C)C)c2cccs2)c1 (centres undefined)
→ 1.2	25	-16	-13	-12	-16	11	7	1.1
OCCOCCNc1ncnc2nc[nH]c12
→ 1.1	13	3	1	5	-14	8	27	0.95
